Screening results: PubChem BioAssay, National Center for Advancing Translational Sciences (NCATS)
USP2a inhib = inhibitors of human ubiquitin-specific protease USP2a. O75604. USP2a enzymatic assay, qHTS inhibition. 60,000 tested, 0.1% active. Potency, µM (top dose mostly 38.3 µM), for the others: top-dose activity change, negative = inhibition, hits mostly inhibitors;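 further: potency means the concentration at half of the fitted maximal effect; nearly all actives have a fitted effect of over 60% in size; plate controls were DMSO for no effect and NEM full inhibition control for full effect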
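USP2 core (20 nM final) was preincubated with compound for 30 min at RT in 20 mM Tris-HCl pH 8.0, 2 mM CaCl2, 2 mM beta-mercaptoethanol; Ub-PLA2 (20 nM) plus NBD C6-HPC (20 uM) then added, fluorescence read after 2.5 h.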
HBB splice mod = alters splicing of the hemoglobin beta chain; AID 925; 65,000 tested, 0.06% active; HBB splicing reporter cell assay, activation; EGFP reporter with mutant IVS2-654 intron; response scale: normalised to 500 nM splice-correcting PNA; Potency, µM (highest dose often 46.1 µM), for inactives: at the highest dose activation, most hits filed as activators; further: potency means the concentration at half of the fitted maximal effect; 0% is about no effect
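HeLa cells stably expressing EGFP interrupted by mutant beta-globin intron 2 (IVS2-654), 500/well in 2% FCS. Treated with compound for 2 days at 37C. Splicing correction scored as total well GFP intensity (488 nm excitation, 500-520 nm emission); 500 nM antisense PNA served as control.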
Ub-GFP proteasome = proteasome inhibitors stabilizing ubiquitin-GFP reporter; 67,000 tested, under 10 active; Potency, µM (series often up to 45.9 µM), for inactives: at the highest dose activation (GFP accumulation), most hits filed as activators; Ubiquitin-GFP reporter cells, proteasome inhibition, GFP fluorescence; response scale: untreated = 0%, 10 µM MG-132 = 100%; active means well fitted activation curve with a large enough effect, not every such curve was filed as active; inconclusive means small, poorly fitted or top-dose-only effect, or another doubt; inactive means no such curve, though single readings can be large or run the other way; further: potency means the concentration at half of the fitted maximal effect
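Reporter cells (U2OS, ubiquitin-G76V-GFP fusion) are plated overnight, then treated 4 hr at 37 °C with compound titrations from 46 uM down to 2.9 nM. Activity is scaled against untreated cells and 10 uM MG-132.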
CRE-bla Fsk = CRE-bla signaling modulation under forskolin stimulation | Potency, µM (doses to about 38.2 µM), for inactives: top-dose activity change, negative = inhibition, hits mostly activators | CHO CRE-bla reporter (cAMP response element driving beta-lactamase), forskolin EC10, beta-lactamase ratio | 71,000 tested, 2.5% active; active means well fitted activation curve with a large enough effect in the signal ratio, with a control signal flat, not every such curve was filed as active; inconclusive means small, poorly fitted or top-dose-only effect, or effect the other way, or a change in a side signal; the % refers to the signal ratio; further: potency means the concentration at half of the fitted maximal effect; % of control where 0% means no effect
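Modulation of forskolin-driven signalling is measured in CHO cells carrying a CRE-controlled beta-lactamase reporter. Cells are stimulated with EC10 NKH 477 in the presence of titrated compound for 3 h at 37 °C, then loaded with CCF4 for 2 h at room temperature.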
15-hLO inh = 15-hLO (ALOX15) enzyme inhibition; P16050; 74,000 tested, 1.4% active; Potency, µM (top dose mostly 57.1 µM), for the others: top-dose activity change, negative = inhibition, most hits filed as inhibitors; purified 15hLO-1, xylenol orange hydroperoxide absorbance; further: potency means the concentration at half of the fitted maximal effect; on the % scale 0 is the no-effect control and ±100 the full control effect; nearly all actives have a fitted effect of over 55% in size
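Compounds were preincubated 15 min at room temperature with 40 nM purified human enzyme (25 mM Hepes pH 7.5, 0.01% Triton X-100); 50 uM arachidonic acid reacted 6 min. Fe-xylenol orange detection, 30 min, absorbance ratio 573/405 nm.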
Hsp90 Hop PPI = changes Hsp90-Hop TPR2A binding signal, up or down; AlphaScreen TPR2A-His6 binding biotin-Hsp90 C-terminal peptide; Potency, µM (doses to about 57 µM), without a hit: top-dose activity change, negative = inhibition; 71,000 tested, 0.44% active; active means well fitted curve in either direction with a large enough effect; inconclusive means small, poorly fitted or top-dose-only effect, or another doubt; further: potency means the concentration at half of the fitted maximal effect; on the % scale 0 is the no-effect control and ±100 the full control effect; many of its hits are not listed in these tables
Pol III holo inh = inhibitors of bacterial DNA polymerase III holoenzyme; reconstituted DNA polymerase III holoenzyme replication, biochemical; Potency, µM (doses to about 57.1 µM), inactives show at the highest dose activity change, negative = inhibition; 71,000 tested, 0.25% active; further: potency means the concentration at half of the fitted maximal effect; on the % scale 0 is the no-effect control and ±100 the full control effect
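Reconstituted *E. coli* holoenzyme (0.35 nM Pol III, 1 nM beta, 154 nM SSB, 2 nM primase) was preincubated with compound for 15 min at RT. Synthesis on 1.4 nM ssM13Gori ran 35 min, then was stopped with PicoGreen/EDTA and read as dsDNA fluorescence.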
HADH2 inhib = inhibitors of human HADH2 dehydrogenase; Q99714; recombinant HADH2, NADH fluorescence, beta-hydroxybutyryl-CoA; Potency, µM (titrated, usually from 57.1 µM), inactives show at the highest dose activity change, negative = inhibition, actives largely listed as inhibitors; 73,000 tested, 3.4% active; further: potency means the concentration at half of the fitted maximal effect; on the % scale 0 is the no-effect control and ±100 the full control effect; nearly all actives have a fitted effect of over 60% in size; many of its hits are not listed in these tables
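Read-out: 360 nm excitation, 450 nm emission, kinetic over 4 min. Conditions: His-tagged human HADH2 20 nM, pH 9.0 Tris with Tween-20, 1 mM NAD+, 90 uM beta-hydroxybutyryl-CoA.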
BRCT PPI green = BRCA1 BRCT-phosphoprotein interaction inhibition; AID 875; 75,000 tested, 0.05% active; BRCA1 BRCT-phosphopeptide binding, green fluorescence polarization; Potency, µM (titrated, usually from 76.9 µM), inactives show top-dose activity change, negative = inhibition, most hits filed as inhibitors;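 further: potency means the concentration at half of the fitted maximal effect; plate controls were peptide without protein for full effect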
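Fluorescence polarization: His-tagged BRCT (~35 kDa BRCA1 C-terminus, 250 nM) bound to 100 nM fluorescein-labeled phosphorylated 10-aa BACH1 peptide, pH 7.3 phosphate buffer with DTT and Tween 20. Compounds incubated 12 min at room temperature; inhibition read as lowered polarization.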
BRCT inh red = disrupts BRCA1 BRCT binding to phosphoprotein, red fluorophore readout. BRCT-phosphopeptide binding, red fluorescence polarization. Potency, µM (titrated, usually from 76.9 µM), inactives show at the highest dose activity change, negative = inhibition, usual class: inhibitors. 75,000 tested, 0.03% active. AID 892; further: on the % scale 0 is the no-effect control and ±100 the full control effect
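Rhodamine-labelled pBACH1 10-mer (100 nM) bound to BRCT domain (100 nM) at pH 7.3; compounds incubated 12 min room temperature, polarization read. Free peptide defines full inhibition; unlabelled decapeptide titrated as control.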
Epigenetic mod = derepresses silenced GFP locus in mouse C127i cells. 68,000 tested, 0.09% active. mouse C127i GFP locus derepression, cytometry, 30 h. AID 597. Potency, µM (series often up to 46.1 µM), for the others: top-dose GFP derepression (activation); further: % of control where 0% means no effect
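Read-out is the number of GFP-positive cells, scored as fluorescent objects 20 to 120 um wide, reflecting derepression of a silenced CMV-GFP reporter in murine C127i cells after 30 h compound exposure at 37 C.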
An asterisk follows results filed as active; u = inconclusive; x = not tested or not shown; [ ] = dose if it differs, or a comment. Unless noted, the call rests on the fitted dose curve; in most records, active means well fitted curve in the direction sought with a large enough effect; inconclusive means small, poorly fitted or top-dose-only effect, or another doubt; inactive means no such curve, though single readings can be large; an effect the other way counts as inactive or inconclusive.

SMILES	USP2a inhib	HBB splice mod	Ub-GFP proteasome	CRE-bla Fsk	15-hLO inh	Hsp90 Hop PPI	Pol III holo inh	HADH2 inhib	BRCT PPI green	BRCT inh red	Epigenetic mod
O=c1c2ccccc2oc2ncccc12	1%	-0.2%	6%	u	-1%	-2%	-8%	1%	-0.7%	0.1%	3%
N#Cc1c(NC(=O)Cn2c(=O)oc3ccccc32)oc(-c2ccccc2)c1-c1ccccc1	26%	-1.3%	1%	0%	-22%	-4%	-1%	-16%	-0.1%	0.1%	3%
Cc1cc2c(c(=O)n1CCc1ccccc1)C(C(C)C)C(C#N)=C(N)O2 (configuration not stated)	-9%	-2.3%[57.5 µM]	0%	16%	2%	4%	-5%	19%	-1.0%	-1.4%	4%
O=C(c1cnccn1)N1CCC[C@@]2(CCN(Cc3ccncc3)C2)C1	13%	3.9%	-2%	-9%	-3%	1%	-9%	2%	-2.6%	-3.5%	0%[9.22 µM]
COc1ccc(NC(=O)c2ccc(N(C)S(C)(=O)=O)cc2)cc1OC	62%[activator]	0.9%	4%	1%	4%	-3%	10%	2%	-0.2%	-0.1%	0%
CCn1c(Cc2ccccc2)nnc1SCC(=O)Nc1ccc(N2CCOCC2)c(Cl)c1	17%	0.5%	-11%	-3%	-3%	-4%	1%	2%	-2.4%	0.0%	0%
CCCOc1ccc(C2C(C(=O)c3ccc(C)o3)=C(O)C(=O)N2CCN2CCOCC2)cc1OC (configuration not stated)	12%	1.4%[1.84 µM]	7%	3%	5%	3%	-3%	-6%	1.5%	-0.7%	-2%
COc1ccc(OC)c(NC(=O)CSc2nnc(Cn3c(=O)sc4ccccc43)n2C)c1	x	-0.3%	13%	2%	6%	-4%	-3%	-26%	-0.8%	0.7%	0%
Cc1ccc(S(=O)(=O)N[C@@H](Cc2ccccc2)C(=O)CCl)cc1	-4%	0.4%	-6%	u	-7%	-8%	-4%	-21%	-3.4%	2.5%	0%
Cc1cc(C)nc(/N=C/c2c(O)n(C)c(=O)n(C)c2=O)n1	-5%	-0.4%[57.5 µM]	1%	3%	7%	-4%	2%	3%	-1.9%	-1.9%	-3%
COc1ccc(NS(=O)(=O)c2ccc(OC)c(OC)c2)cc1OC	-5%[7.66 µM]	-2.7%[0.0738 µM]	-12%[9.17 µM]	14%[7.6 µM]	0%[11.4 µM]	-5%[11 µM]	4%[11.4 µM]	-2%[11.4 µM]	-1.0%	-0.7%	2%
COC(=O)c1cc(OC)c(OC)cc1NC(=O)Nc1ccc(OC)cc1OC	2%	1.5%	0%	15%	-2%	-1%	-1%	u	0.8%	-0.4%	3%
CC(=O)c1cccc(NC(=O)N2CCCC2C(=O)Nc2cccc(C)c2C)c1 (configuration not stated)	-4%	-5.1%	3%	-14%	0%	-3%	0%	25%	0.2%	-3.8%	-1%
CSc1nc2nc(C)cc(-c3ccccc3)n2n1	12%	1.1%	-4%	u	1%	-5%	-3%	u	1.4%	-1.0%	8%
CCNC(=O)c1c(C)nc2ccccn12	-5%	-3.3%	10%	3%	5%	0%	1%	-4%	0.2%	0.9%	0%
Cc1ccn2cc(CNC(=O)c3ccc(Br)o3)nc2c1	x	0.1%	0%	-8%	7%	-3%	-3%	5%	0.6%	1.0%	x
Cc1c(C(=O)N2CCOCC2)sc(NC(=O)c2ccc3c(c2)OCO3)c1C#N	-1%	x	-4%	12%	-1%	-3%	-10%	-8%	-0.5%	-1.2%	0%
O=C(Nc1cccnc1)C1CCCN1S(=O)(=O)c1ccc(Cl)c(Cl)c1 (configuration not stated)	5%	-0.5%	5%	u	-3%	-5%	-3%	2%	0.1%	-1.0%	-6%
Cc1cc(C(=O)Nc2cnn(Cc3ccc(Cl)cc3Cl)c2)no1	-23%	-0.8%	-7%	-10%	-9%	-7%	-4%	13%	0.6%	-1.2%	-2%
Cc1ccc(C2CC(c3ccccc3OC(F)F)Nc3ncnn32)cc1 (configuration not stated)	8%	-2.2%	12%	u	14%	-8%	-4%	15%	-1.0%	-0.4%	1%
Cc1cc(C(=O)CN2C(=O)NC3(CCCCC3)C2=O)c(C)n1Cc1ccc2c(c1)OCO2	20%	-0.1%[57.5 µM]	-4%	-23%	-3%	-15%	14%	7%	-1.0%	-3.2%	1%
CCCc1cc(=O)n2[nH]c(-c3ccc(Br)cc3)cc2n1	18%	-0.9%	-7%	4%	-3%	0%	-2%	21%	-4.0%	-0.7%	2%
O=C(NCc1cccc(Cl)c1)c1cccnc1	-2%	2.6%	-2%	0%	4%	-5%	-1%	-1%	0.1%	-0.4%	0%
CCOC(=O)N1CCN(C(=O)N2CCOCC2)CC1	-3%	1.2%	7%	u	4%	-5%	-13%	-4%	-0.7%	1.1%	-3%
O=C(CN1CCc2ccccc2C1)N1CCN(S(=O)(=O)c2ccccc2)CC1	12%	-0.8%	-11%	-17%	7%	-3%	-6%	9%	-1.3%	0.2%	1%

Next structures follow.
SMILES	USP2a inhib	HBB splice mod	Ub-GFP proteasome	CRE-bla Fsk	15-hLO inh	Hsp90 Hop PPI	Pol III holo inh	HADH2 inhib	BRCT PPI green	BRCT inh red	Epigenetic mod
CCOc1ccc(NC(=O)CS(=O)CC(=O)NC2CCCc3ccccc32)cc1 (configuration not stated)	1%	x	4%	-9%	-1%	-2%	17%	3%	-3.9%	-0.9%	-3%
Cc1ccccc1OCC(=O)NCCC(=O)O	0%[7.66 µM]	-1.3%[0.0738 µM]	15%[9.17 µM]	u	-2%[11.4 µM]	-2%[11 µM]	-3%[11.4 µM]	9%[11.4 µM]	-0.7%	-0.4%	2%
COc1ccc(Nc2cc(=O)n(C3CCCCC3)c(=O)[nH]2)c(OC)c1	15%	2.8%	6%	u	-10%	-5%	-2%	4%	-0.9%	0.4%	-2%
CC(C)OC(=O)CSc1nnc(-c2ccccn2)n1C	-4%	1.0%[0.369 µM]	x	10%	-3%	-11%	-2%	8%	-2.1%	-0.3%	-2%
CC(=O)OCC1=C(C(=O)O)N2C(=O)[C@@H](NC(=O)Cc3cccs3)[C@@H]2SC1	-1%[17.1 µM]	-0.1%[20.6 µM]	-4%[20.5 µM]	3%[17.1 µM]	4%[25.6 µM]	-1%[26 µM]	-4%[25.6 µM]	u	-0.3%[34.4 µM]	-0.3%[34.4 µM]	2%[20.6 µM]
NS(=O)(=O)c1ccc(NC(=O)Nc2ccccc2F)cc1	x	2.6%[9.22 µM]	0%[9.17 µM]	-1%[7.6 µM]	9%[11.4 µM]	-3%[11 µM]	-11%[11.4 µM]	-1%[11.4 µM]	0.1%[15.4 µM]	-1.9%[15.4 µM]	2%[9.22 µM]
CCSc1ccccc1C(=O)NCc1ccc2c(c1)OCO2	-3%	-0.4%	5%	-8%	-3%	-1%	-2%	-2%	-1.9%	0.3%	0%
Cc1ccc(-c2nc(CS(=O)(=O)CC(=O)N3CC(C)CC(C)C3)c(C)o2)cc1 (configuration not stated)	x	-1.1%	-3%	-1%	-6%	1%	-6%	-6%	0.7%	-1.3%	0%
CCOC(=O)Cn1c(=O)oc2cc(S(=O)(=O)NC3CCCc4ccccc43)ccc21 (configuration not stated)	x	-1.1%	-7%	u	-3%	4%	-4%	12%	1.2%	1.3%	x
O=S(=O)(c1ccccc1)N1CCN(C2CCCCCCC2)CC1	6%	-1.1%	0%	u	11%	2%	-3%	9%	3.0%	1.3%	3%
CC(=O)OCC1OC(C#CC2=CCCCC2)C=CC1OC(C)=O (configuration not stated)	x	0.6%[9.22 µM]	x	x	-2%[11.4 µM]	x	x	-14%[11.4 µM]	-0.7%[15.4 µM]	1.0%[15.4 µM]	x
CC1CC(C)CN(Cc2nc3c(c(=O)n(C)c(=O)n3C)n2Cc2ccccc2Cl)C1 (configuration not stated)	x	-0.5%	15%	5%	u	-5%	-12%	u	-2.0%	-2.8%	x
CN1CC(=O)N(C)c2nc(Br)n(C)c2C1=O	-4%	-3.7%[57.5 µM]	4%	-4%	6%	-2%	-4%	4%	0.7%	0.8%	2%
COc1ccc(CNc2cc(C)ccc2C)c(OC)c1OC	-5%	-0.9%	3%	7%	9%	3%	-4%	1%	-1.3%	0.3%	-5%

An excerpt (hit frequency here may not be typical).
